Source: PubChem (National Center for Advancing Translational Sciences (NCATS))
DT40 TDP1 CPT – DT40-hTDP1 cell growth loss with CPT | Potency, µM (titrated, usually from 46.2 µM), without a hit: at the highest dose activity change, negative = growth inhibition, most hits filed as inhibitors | actives 12% (n = 420,000) | chicken DT40 Tdp1-/-;hTDP1 cells + 20 nM CPT, ATP luminescence, 48 h; further: nearly all actives have a fitted effect of over 55% in size
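Chicken DT40 Tdp1-/- cells stably complemented with human TDP1 were seeded at 400 cells/well in medium containing 20 nM camptothecin, exposed to pin-transferred compounds, and grown at 37 °C for at least 48 hr. Viability was read as ATP luminescence.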
TDP1 inh – blocks human tyrosyl-DNA phosphodiesterase 1; Q9NUW8; recombinant TDP1, AlphaScreen DNA substrate cleavage; Potency, µM (series often up to 130 µM), without a hit: at the top dose activity change, negative = inhibition, hits mostly inhibitors; actives 0.28% (n = 350,000); AID 485290; further: nearly all actives have a fitted effect of over 40% in size
Target sequence (Q9NUW8 whole entry, looked up): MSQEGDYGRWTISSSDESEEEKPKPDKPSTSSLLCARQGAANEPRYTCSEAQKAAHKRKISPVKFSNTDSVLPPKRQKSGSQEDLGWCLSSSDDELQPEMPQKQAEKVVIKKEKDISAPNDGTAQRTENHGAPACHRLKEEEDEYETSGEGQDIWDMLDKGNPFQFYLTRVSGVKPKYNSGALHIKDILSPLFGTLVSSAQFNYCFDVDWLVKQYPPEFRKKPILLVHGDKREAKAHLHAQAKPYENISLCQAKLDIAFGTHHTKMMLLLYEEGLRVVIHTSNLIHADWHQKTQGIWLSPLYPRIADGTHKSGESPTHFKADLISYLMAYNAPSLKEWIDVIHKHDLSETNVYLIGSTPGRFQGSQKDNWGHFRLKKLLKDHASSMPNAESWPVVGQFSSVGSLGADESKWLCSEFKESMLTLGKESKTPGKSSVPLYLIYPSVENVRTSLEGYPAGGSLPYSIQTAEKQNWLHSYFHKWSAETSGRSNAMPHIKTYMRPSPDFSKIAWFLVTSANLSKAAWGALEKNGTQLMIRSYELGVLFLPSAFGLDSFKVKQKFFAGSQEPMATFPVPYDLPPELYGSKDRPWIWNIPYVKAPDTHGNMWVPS
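AlphaScreen read-out: signal falls as enzyme removes the 3' tyrosine-FITC from a 5'-biotinylated DNA oligo (15 nM, 5 min, RT). Enzyme was E. coli-made recombinant Tdp1 at 1 nM, exposed to compound for 15 min beforehand; beads 10 ug/ml, 10 min.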
DT40 TDP1 no CPT – qHTS for Inhibitors of human tyrosyl-DNA phosphodiesterase 1 (TDP1): qHTS in cells in absence of CPT; DT40 Tdp1-/- hTDP1 cells, no CPT, ATP luminescence, 48 h; actives 15% (n = 420,000); Potency, µM (titrated, usually from 46.2 µM), for inactives: at the highest dose activity change, negative = growth inhibition, most hits filed as inhibitors; further: nearly all actives have a fitted effect of over 55% in size
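A cellular qHTS used chicken DT40 cells lacking endogenous Tdp1 but carrying stably transfected human TDP1. Compounds were applied without camptothecin, and cell growth kinetics were judged by ATP-dependent luminescence after ≥48 hr.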
An asterisk follows results filed as active; ? = inconclusive; . = no result given; [ ] = dose if it differs, or a comment. The call rests on the fitted dose curve; in most records, active means well fitted curve in the direction sought with a large enough effect; inconclusive means small, poorly fitted or top-dose-only effect, or another doubt; inactive means no such curve, though single readings can be large; an effect the other way counts as inactive or inconclusive. On the % scale 0 is the no-effect control and ±100 the full control effect; potency means the concentration at half of the fitted maximal effect.

SMILES | DT40 TDP1 CPT | TDP1 inh | DT40 TDP1 no CPT
COCCNS(=O)(=O)c1ccc(-c2ccc(S(=O)(=O)NCCOC)cc2)cc1 | -11% | 7% | -24%
O=C(/C=C/c1ccc([N+](=O)[O-])cc1)N1CCN(Cc2ccccc2)CC1 | ? | 2% | ?
O=C(Nc1ccc(F)cc1)Nc1nnc(Cc2ccccc2)s1 | -15% | . | ?
CCOC(=O)C1(Cc2ccccc2C)CCCN(C(=O)c2cc(CC)nn2C)C1 (stereo not given) | ? | 8% | ?
COc1ccc(N2C(=O)CC(NNc3nc4ccccc4s3)C2=O)cc1 (stereo not given) | -6% | 0% | 0%
O=C(O)c1ccccc1C(=O)N1CCN(c2ncccn2)CC1 | -12% | . | -13%
CCOC(=O)N1CCN(S(=O)(=O)c2ccc3c(c2)SC(C)C(=O)N3)CC1 (stereo not given) | 13µM* | 2% | 9.2µM*
O=C(OCc1c(F)cccc1Cl)c1cnc2ccccc2n1 | 5% | 1% | -4%
COc1ccc(/C=N/NC(=S)Nc2cccc(C(=O)O)c2)cc1 | 12% | -1% | 16%
Nc1ccc2ccccc2c1N=Nc1ccccc1 | ? | . | ?
CCOc1ncccc1C(=O)NCC(c1ccco1)N1CCCCC1 (stereo not given) | 21µM* | 1% | ?
CCN1/C(=C2\OC(=S)N(C)C2=O)C=Cc2ccccc21 | -27% | 7% | -13%
COc1ccc(C(=O)N2CCc3ccc(NC(=O)c4ccccn4)cc3C2)cc1F | 21µM* | . | 23µM*
OCC1(CCOc2ccccc2)CCN(Cc2ccc(OC(F)F)cc2)CC1 | 0% | 3% | ?
O=C(COC(=O)Cc1ccc(F)cc1)Nc1ccc2[nH]c(=O)[nH]c2c1 | 0% | . | -19%
COc1ccc(C(=O)N/N=C2/SCC(=O)N2Cc2ccc3c(c2)OCO3)cc1OC | 0% | 4% | 1%
COc1ccc(C(C(=O)NCc2ccccc2)n2c(=O)c(-c3cc4ccccc4[nH]3)nc3ccccc32)cc1 (stereo not given) | ? | . | ?
CC(C)C[C@H](NC(=O)[C@H](Cc1ccccc1)n1c(=O)[nH]c2ccccc2c1=O)C(=O)N1CCC[C@@H]1C(=O)O | -21% | . | -4%
Cc1ccc(C)c(NC(=O)CN(C)C(=O)CSC(C)C(=O)Nc2cc(C)on2)c1 (stereo not given) | -2% | 1% | -10%
Cc1ccc(C2(C)NC(=O)N(CC(=O)Nc3ccccc3C(=O)N3CCCCC3)C2=O)cc1 (stereo not given) | -14% | -13% | 3%
CC1CCC(NC(=O)C2CCN(S(=O)(=O)c3ccc4nc5c(c(C(=O)O)c4c3)CC(C)CC5)CC2)CC1 (stereo not given) | -8% | 5% | 9%
CCCc1cc(=O)[nH]c(SCC(=O)Nc2cc(S(=O)(=O)N3CCOCC3)ccc2Cl)n1 | 2% | 4% | -14%
N=c1c2c(-c3ccccc3)c(-c3ccccc3)oc2ncn1CCCN1CCOCC1 | 21µM* | 3% | 18µM*
O=C(NCCc1cnn(-c2ccccc2)c1)c1cc(COc2c(F)cccc2F)on1 | ? | 5% | ?
Cc1cc(C)c(S(=O)(=O)N(C)CC(=O)N2CCCC2)c(C)c1 | -6% | . | ?
O=[N+]([O-])c1ccc(S(=O)(=O)N2CCN(c3nc(-c4ccccc4)nc4ccccc34)CC2)cc1 | 2% | 3% | -9%
N#Cc1ccc(COC(=O)c2ccc3c(c2)OCO3)cc1 | -13% | . | 2%
COc1ccc(C2NC3=C(CCC3)C3(C#N)C4(N=C(N)C23C#N)OCCO4)cc1 (stereo not given) | -9% | -11% | -4%
O=C(CN1CCCC1)Nc1nc(-c2ccc3c(c2)CCN3C(=O)c2ccccc2F)cs1 | ? | . | ?
O=C(NCc1ccccc1)C1=C[C@H](c2csc3ccccc23)C[C@H](OCc2ccc(CO)cc2)O1 | ? | . | ?

Only TDP1 inh, for two of the compounds above:
SMILES | TDP1 inh
O=C(OCc1c(F)cccc1Cl)c1cnc2ccccc2n1 | 1%
COc1ccc(/C=N/NC(=S)Nc2cccc(C(=O)O)c2)cc1 | -1%

(listing goes on)
SMILES | DT40 TDP1 CPT | TDP1 inh | DT40 TDP1 no CPT
O=C(CSc1ncn[nH]1)Nc1c(Br)cc([N+](=O)[O-])cc1Br | 0% | 0% | -1%
Cc1cc(C(=O)NCc2csc(-c3ccccc3)n2)no1 | -5% | 4% | 14%
O=C(NCc1ccccc1Cl)NC(=O)c1csc([N+](=O)[O-])c1 | 8% | . | -1%
Cc1c(Cl)cccc1NC(=S)NCc1ccco1 | -30% | . | -27%
CN(c1ccccc1)S(=O)(=O)c1ccc(Cl)c(C(=O)NCc2ccccc2CN2CCCC2)c1 | ? | 1% | 23µM*
COc1cccc(/C=C2\CCc3ccccc3C2=O)c1 | ? | 3% | ?
O=C(CSc1n[nH]c(=O)n1CCc1ccccc1)NC1CCCC1 | 11% | . | -1%
c1csc(CNc2ccn3nc(-c4ccc(OCCN5CCOCC5)cc4)cc3n2)c1 | 21µM* | . | 16µM*
COc1cc(OC)cc(C(=O)NNC(=O)c2ccc(S(=O)(=O)N3CC(C)OC(C)C3)cc2)c1 (stereo not given) | 0% | 3% | 12%
Cc1cc2c(cc1C)N(C(=O)CSc1nncn1C)C(C)(C)c1ssc(=S)c1-2 | 29µM* | 12% | ?
O=C(CSc1nc2c([nH]c3ccccc32)c(=O)n1-c1ccccc1)Nc1ccc2c(c1)OCCO2 | ? | 9% | ?
COc1cc(C(=O)NCCC(=O)NC2CCC(C)CC2)cc(OC)c1OC (stereo not given) | -9% | 6% | 24%
COCCOc1ccc(C(F)(F)F)cc1NC(=O)COC(=O)c1c(C)noc1C | -22% | 0% | -18%
COc1ccc(Nc2ccc([N+](=O)[O-])cn2)cc1 | ? | . | ?
CN(Cc1ccccc1)C(=O)C1CCN(Cc2ccc(F)cc2)CC1 | -3% | -1% | -17%
CCn1c(O)c(N=NC(=O)c2cccs2)c2ccccc21 | 23µM* | 10% | 15µM*
Cc1[nH]c2ccccc2c1C(=O)COC(=O)c1cccc(S(=O)(=O)N2CCCCC2)c1 | 18µM* | 3% | ?
CCOC(=O)Cc1nc2ccccc2[nH]1 | -16% | 4% | -24%
CC(=O)c1cccc(Nc2nc(-c3sc(N)nc3C)cs2)c1 | 12µM* | 10% | 16µM*
COc1cc(C2C(C(=O)c3ccc(C)o3)=C(O)C(=O)N2c2cc(C)on2)ccc1O (stereo not given) | 2% | -5% | -22%
Clc1ccccc1OCc1nnc2n1CCCCC2 | -24% | 4% | 26%
C/C(=N/NC(=O)C1CCN(S(=O)(=O)c2ccc(C)cc2)CC1)c1cccc([N+](=O)[O-])c1 | -3% | -2% | -30%
Cc1ccccc1C(=O)NC(C)C1CC2CCC1C2 (stereo not given) | 13% | . | ?
CC(C)Nc1ncnc2[nH]ncc12 | -23% | . | -20%
COc1cc(C(=O)NC(CCSC)C(=O)OCc2cc([N+](=O)[O-])cc3c2OCOC3)cc(OC)c1OC (stereo not given) | -11% | 5% | ?
O=C(CNCc1ccc(Cl)cc1)Nc1ccc(C(=O)N2CCCCC2)cc1 | -17% | 0% | -27%
Cn1cnc2c(ncn2[C@@H]2O[C@H](CO)[C@@H](O)[C@H]2O)c1=N | 1% | 7% | 1%
Cc1cn([C@H]2C[C@H](O)[C@@H](/C=C/C(=O)NCc3ccc4c(c3)OCO4)O2)c(=O)[nH]c1=O | 7% | . | 2%
COc1cc(/C=C2/C(=N)N3N=C(CC(=O)N4CCOCC4)SC3=NC2=O)ccc1OC(C)c1ccccc1 (stereo not given) | 10% | 7% | 18%
Cc1ccc(S(=O)(=O)Nc2cccc3c2O[C@@H](CN(C)C(=O)Nc2ccc4c(c2)OCO4)[C@H](C)CN([C@@H](C)CO)C3=O)cc1 | ? | 4% | ?

(further entries)
| smiles | DT40 TDP1 CPT | TDP1 inh | DT40 TDP1 no CPT |
| --- | --- | --- | --- |
| COC(=O)c1ccccc1NC(=O)C1CC(=O)N(c2ccc(F)cc2)C1 (stereo not given) | 3% | 1% | -23% |
| CO/N=C(\C(=O)N[C@@H]1C(=O)N2C(C(=O)O)=C(COC(N)=O)CS[C@H]12)c1ccco1 | 17% | ? | 1% |
| CC1=NN(c2ccc(C)cc2)C(=O)/C1=C\C=C\c1ccccc1 | 12µM* | 1% | 9.2µM* |
| Cc1ccc(NS(=O)(=O)c2cccc(C(=O)NCCCN3CCCC3=O)c2)cc1 | 3% | . | 4% |
| Cc1ccc(S(=O)(=O)N2C[C@@H]3[C@H]4CC[C@H](C4)[C@@H]3[C@@H](C)[C@H]2C#N)cc1 | 21µM* | -1%[56.1 µM] | ? |
| N#CC1(NC(=O)COC(=O)CSc2ccc(F)cc2)CCCCC1 | -21% | 2% | ? |
| CC(/C=N/n1c(COc2ccccc2)n[nH]c1=S)=C\c1ccco1 | 4% | 7% | -13% |
| CC(=O)c1ccc(O)c(CC=C(C)C)c1 | 10% | . | -10% |
| Cc1ccccc1OC(C)C(=O)Nc1cccnc1 (stereo not given) | -3% | 2% | 1% |
| C#CCOc1ccc(C2C(C(=O)OC)=C(C)NC3=C2C(=O)c2ccccc23)cc1OCC (stereo not given) | ? | . | ? |
| C=C[C@]1(C)C[C@@H](OC(=O)CSCCN(CC)CC)[C@]2(C)C(C)CC[C@]3(CCC(=O)[C@H]32)[C@@H](C)[C@@H]1O (stereo not given in full) | 8.2µM* | . | 8.2µM* |
| COC(=O)c1ccc(C(=O)N2CCCC(N3CCN(c4ccc(F)cc4)CC3)C2)nc1 (stereo not given) | -18% | 3% | 5% |
| Cn1c(NCc2ccccc2F)nc2ccccc21 | -25% | 3% | ? |
| Cc1ccc(NC(=O)Cn2cc(C(=O)c3ccco3)c3ccccc32)cc1C | ? | 2% | 18µM* |
| CCNC(=O)CP(=O)(c1ccccc1)c1ccccc1 | 8% | 4% | -18% |
| CC1=CCC2C(=O)N(c3cccc(C(=O)NCc4ccccc4)c3)C(=O)C2C1 (stereo not given) | -7% | . | -14% |
| CN(C)c1ccc(/C=C/c2c[n+](C)cc3ccccc23)cc1 | 0.35µM* | . | 0.28µM* |
| N#C/C(=C\c1cccc([N+](=O)[O-])c1)C(=O)NCc1cccnc1 | 21µM* | 0% | 21µM* |
| Cc1cc(C)n(CCc2nc(-c3ccc(C)o3)cs2)n1 | ? | -2% | 16µM* |
| Cc1ccccc1-c1noc(N)c1C#N | 26µM* | 1% | ? |
| CCOc1ccc(N(CC(=O)Nc2cccc(C)c2C)S(=O)(=O)c2c(C)[nH]c(=O)[nH]c2=O)cc1 | 3% | . | 12% |
| CN(C)c1ccc(N=Nc2ccccc2C(=O)OCC(=O)Nc2ccccc2C(F)(F)F)cc1 | ? | 12% | 23µM* |
| CCOc1ccc(C(=O)NC2CCCCCCC2)cc1 | 3% | . | -19% |
| COc1ccccc1-c1cncnc1-n1ccnc1 | -6% | 22µM* | -27% |
| COC(=O)c1sccc1S(=O)(=O)N(CC(=O)Nc1ccccc1)c1ccccc1 | -15% | 7% | ? |
| COc1ccc(-n2c(-c3ccc(Br)cc3)c[n+]3c2SC(C)C3)cc1 (stereo not given) | 1.6µM* | 1% | 1.2µM* |
| CSCCC(NS(=O)(=O)c1ccc2c(c1)OCCO2)C(=O)N(C)Cc1ccc(F)cc1 (stereo not given) | 23µM* | -3%[0.505 µM] | 13µM* |
| CCOC(=O)CSc1nc2c(c(-c3ccc(C)o3)c1C#N)CCCC2 | -18% | -13% | -17% |
| O=C(c1ccc(Br)o1)N1CCC(c2nc3ccccc3[nH]2)CC1 | -27% | . | ? |
| COc1ccc(CCN2CN(S(=O)(=O)c3ccccc3)c3nc4ccccc4nc32)cc1OC | 21µM* | 5% | 18µM* |
| CC(C)(C)c1ccc(S(=O)(=O)C(C)(C)C)cc1 | 12% | 4% | 4% |
| COc1ccc(S(=O)(=O)N(CCc2ccccc2)CC(=O)O)cc1Cl | -20% | 6% | -3% |
| CC[C@H](C)[C@H](NC(N)=O)C(=O)Nc1ccc(C)cc1 | -16% | 3% | -1% |

Reformatted with values under each structure: entries from further up
Values run as follows: DT40 TDP1 CPT	TDP1 inh	DT40 TDP1 no CPT
- COc1cc(C2C(C(=O)c3ccc(C)o3)=C(O)C(=O)N2c2cc(C)on2)ccc1O (stereo not given)
→ 2%	-5%	-22%
- Clc1ccccc1OCc1nnc2n1CCCCC2
→ -24%	4%	26%
- C/C(=N/NC(=O)C1CCN(S(=O)(=O)c2ccc(C)cc2)CC1)c1cccc([N+](=O)[O-])c1
→ -3%	-2%	-30%
- Cc1ccccc1C(=O)NC(C)C1CC2CCC1C2 (stereo not given)
→ 13%	.	?
- CC(C)Nc1ncnc2[nH]ncc12
→ -23%	.	-20%
- COc1cc(C(=O)NC(CCSC)C(=O)OCc2cc([N+](=O)[O-])cc3c2OCOC3)cc(OC)c1OC (stereo not given)
→ -11%	5%	?

Compounds were not picked by outcome, and some 18% of all compounds hit somewhere here.
